# Screens (PubChem)
# TRPC4 block: inhibitors of mouse TRPC4 channel, primary screen, Fluo4 calcium, HEK293 TRPC4beta/mu-opioid cells; Short transient receptor potential channel 4 (Mus musculus), Q9QUQ5; DAMGO-evoked Fluo4 calcium flux; hits give low values; B-score at 10 µM; hit rate 0.39% among 300,000; AID 2247, 2010;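 active = B-score over 3 SD under the library average, no early fluorescence shift, positive overall ratio signal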
#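 Test system – stable TRPC4beta/mu-opioid receptor HEK293 cells · Probe or stimulus – DAMGO, a submaximal dose followed by a maximal one · Dosing – one concentration per compound · Signal – Fluo4 calcium fluorescence by kinetic imaging, 5 s 1 Hz baseline · Evaluation – per-well B score of integrated baseline-normalized Fluo4 ratio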
# TMEM16A inh: TMEM16A chloride channel inhibitors, primary screen, cell-based, HTS; normalized B-score (activity score, 25-100; higher = stronger inhibition) at 10 µM; HEK293 TMEM16A/YFP iodide influx fluorescence, ionomycin; hit rate 1.2% among 310,000; Anoctamin-1 (Mus musculus), Q8BHY3; AID 588511, 2011;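 active = ratio plate-corrected score three or more library SD toward inhibition, starting fluorescence score within five deviations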;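 note: score derived from kinetic fluorescence span divided by baseline fluorescence per well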
# Target sequence (Q8BHY3 whole entry, looked up): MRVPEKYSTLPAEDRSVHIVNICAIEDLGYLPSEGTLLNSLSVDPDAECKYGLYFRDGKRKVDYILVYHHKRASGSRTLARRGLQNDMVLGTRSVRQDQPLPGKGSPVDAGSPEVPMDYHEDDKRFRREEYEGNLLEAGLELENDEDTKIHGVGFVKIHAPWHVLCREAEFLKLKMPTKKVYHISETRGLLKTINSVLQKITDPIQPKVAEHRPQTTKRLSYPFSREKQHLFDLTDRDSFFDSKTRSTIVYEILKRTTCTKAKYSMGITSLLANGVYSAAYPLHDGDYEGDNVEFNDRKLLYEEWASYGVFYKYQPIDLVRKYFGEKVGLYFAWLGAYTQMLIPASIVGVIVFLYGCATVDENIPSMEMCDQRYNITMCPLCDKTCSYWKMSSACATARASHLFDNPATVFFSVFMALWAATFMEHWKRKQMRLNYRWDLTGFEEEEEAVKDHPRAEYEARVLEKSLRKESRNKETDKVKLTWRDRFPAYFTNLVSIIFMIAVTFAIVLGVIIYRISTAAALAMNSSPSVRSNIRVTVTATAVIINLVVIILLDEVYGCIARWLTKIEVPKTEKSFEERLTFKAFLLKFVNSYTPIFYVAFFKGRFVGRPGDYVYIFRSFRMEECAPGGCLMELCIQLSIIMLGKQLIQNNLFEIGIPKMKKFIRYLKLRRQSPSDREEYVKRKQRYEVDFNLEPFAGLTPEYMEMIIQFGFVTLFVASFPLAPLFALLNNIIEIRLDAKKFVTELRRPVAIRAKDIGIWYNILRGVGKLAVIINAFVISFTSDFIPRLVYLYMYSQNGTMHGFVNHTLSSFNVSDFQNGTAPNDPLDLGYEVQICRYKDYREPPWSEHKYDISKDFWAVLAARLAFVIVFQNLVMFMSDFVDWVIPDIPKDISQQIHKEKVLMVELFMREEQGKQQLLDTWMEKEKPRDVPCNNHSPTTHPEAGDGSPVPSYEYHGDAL
# TRPC4 PAM: positive allosteric modulators of TRPC4, primary screen, cell-based, mouse TRPC4beta, HEK293 mu-opioid, Fluo-4 calcium; Short transient receptor potential channel 4 (Mus musculus), Q9QUQ5; B-score at 10 µM; hit rate 0.42% among 310,000; DAMGO EC20, Fluo-4 Ca2+ flux; hits give high values;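 active = B-score of calcium response area above 5 SD of library B-scores, with initial fluorescence ratio within 5 SD of library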;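 note: B-score of integrated fluorescence ratio over time as area under calcium response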
# RGS4 inh: RGS4 inhibitors, primary screen, cell-based, HEK293 M3R inducible RGS4, calcium flux; Regulator of G-protein signaling 4 (Homo sapiens), P49798; B-score at 10 µM; AID 463165, 2010; hit rate 0.45% among 310,000; Fluo-4 calcium flux; hits give high values; triggered by carbachol at its EC20;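 active = B-score, a plate-corrected calcium signal, over three deviations above library mean, with baseline fluorescence within five deviations of library mean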;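 note: RGS4 expression induced by doxycycline in cells with stable M3 receptor; B-score is computed from the integrated fluorescence ratio over baseline after carbachol; higher B-score means a larger calcium signal and so more RGS4 inhibition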
# MrgX1 allo act: positive allosteric modulators of MrgX1, primary screen, HEK293 cells, Fluo-4 calcium flux | Mas-related G-protein coupled receptor member X1 (Homo sapiens), Q96LB2 | FDSS; hits give high values | B-score at 10 µM | hit rate 0.63% among 310,000 | AID 588675, 2011;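 active = plate-corrected calcium response at least 3 library SD above typical, normal starting fluorescence, not activating the receptor alone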;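 note: compound read alongside a low EC10 to EC30 dose of BAM8-22 agonist; peak minus trough fluorescence over baseline measured at the second addition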
# TRPC4 agonist: activators of mouse TRPC4 channel, primary screen, Fluo4 calcium, HEK293 TRPC4beta/mu-opioid cells; Short transient receptor potential channel 4 (Mus musculus), Q9QUQ5; Fluo4 calcium fluorescence; hits give high values; B-score at 10 µM; hit rate 0.49% among 310,000; AID 2237, 2010;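 active = B-score above 5 SD of library B-scores, and initial fluorescence ratio not above library mean plus 5 SD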;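 note: positive B-score marks a calcium rise read as TRPC4 activation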
#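 Material: TRPC4beta and mu-opioid receptor HEK293 stable cells | Incubation: 45 min room-temperature Fluo4 loading, 110 s read | Detection: Kinetic Fluo4 calcium fluorescence | Measure: Integrated baseline-normalised fluorescence ratio, converted to per-well B score | Benchmarks: Low control buffer alone, high control maximal DAMGO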
# TRPC6 inh: mouse TRPC6 channel inhibitors, primary screen, cell-based, HEK293, membrane potential dye. Short transient receptor potential channel 6 (Mus musculus), Q61143. ACh-evoked depolarization; hits give low values. B-score at 10 µM. hit rate 1.1% among 310,000. AID 2553, 2010;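 active = B-score under library mean minus 3 SD, initial fluorescence not abnormally high, positive integrated signal ratio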;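 note: B-score derived from integrated fluorescence ratio over the kinetic read; more negative B-score means stronger inhibition of depolarization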
# MrgX1 agonist: agonists of human MrgX1 receptor, primary screen, HEK293 cells, Fluo-4 calcium flux. Mas-related G-protein coupled receptor member X1 (Homo sapiens), Q96LB2. Fluo-4 calcium fluorescence, agonist mode; hits give high values. B-score at 10 µM. hit rate 0.44% among 310,000;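 active = calcium response B-score plate-corrected fluorescence ratio at least 3 library SD, with starting fluorescence B-score inside 5 SD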
#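 System: HEK293 cells stably expressing human MrgX1 receptor; Dosing: test compound in the initial addition of three; Schedule: overnight plating, then 30 min 37 °C plus 30 min room-temperature dye loading; Detection: kinetic calcium dye fluorescence, Fluo-4 NW; Controls: per-plate positive and negative controls for Z′ factor.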
# MrgX1 antagonist: antagonists of human MrgX1 receptor, primary screen, HEK293 cells, Fluo-4 calcium flux; Mas-related G-protein coupled receptor member X1 (Homo sapiens), Q96LB2; BAM8-22 antagonism; hits give low values; B-score at 10 µM; hit rate 1.3% among 310,000; AID 588676, 2011;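 active = calcium-response B-score plate-corrected more than 3 library SD below zero, starting fluorescence within 5 deviations, no agonist response on first addition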;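 note: peak minus trough fluorescence over baseline after final BAM8-22 challenge near maximal dose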
# ANO1 activ: TMEM16A chloride channel activators or potentiators, primary screen, cell-based, HTS. HEK293 TMEM16A/YFP-H148Q/I152L, iodide quench fluorescence; hits give low values. Anoctamin-1 (Mus musculus), Q8BHY3. B-score at 10 µM. hit rate 0.3% among 340,000;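 active = fluorescence-ratio B-score plate-corrected deviation score at least 3 library SD below zero, with starting fluorescence score within 5 deviations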;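 note: channel opened by trigger with iodide after compound preincubation; score built on the fluorescence ratio of max minus min over baseline; more negative score means more quench and so TMEM16A activation or potentiation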
# TRPC6 activator: mouse TRPC6 channel activators, primary screen, cell-based, HEK293, membrane potential dye. Short transient receptor potential channel 6 (Mus musculus), Q61143. HEK293-TRPC6 membrane potential dye fluorescence; hits give high values. B-score at 10 µM. hit rate 0.13% among 310,000. AID 2550, 2010;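 active = B-score of the integrated fluorescence ratio above library mean plus 3 SD, and starting fluorescence ratio within library mean plus 5 SD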;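 note: higher score means more depolarization so channel activation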
# * = called active by the depositor; i = inactive; · = no result given.
SMILES,TRPC4 block,TMEM16A inh,TRPC4 PAM,RGS4 inh,MrgX1 allo act,TRPC4 agonist,TRPC6 inh,MrgX1 agonist,MrgX1 antagonist,ANO1 activ,TRPC6 activator
CCCCN(CCCNC(=O)c1ccc(CS(=O)(=O)c2ccc(OC)cc2)o1)Cc1ccccc1,-6*,i,i,i,i,i,i,i,i,i,i
CCCCCn1c(=O)c(-c2nc3ccccc3c(=O)[nH]2)c(O)c2ccccc21,i,·,i,i,·,i,i,·,·,·,i
CCCSc1oc(-c2ccco2)nc1S(=O)(=O)c1ccc(C)cc1,i,25*,i,i,i,i,i,i,i,i,i
O=c1c2c(nc3c(-c4cccc(Br)c4)c[nH]n13)CCCC2,i,i,i,i,i,i,i,i,i,i,i
CC(C)(C)NC(=O)CSc1ccc(C(C)(C)C)cc1,i,i,i,i,i,i,i,i,i,i,i
CC1CCN(c2c(NCc3ccc(C(=O)NCc4ccccc4)cc3)c(=O)c2=O)CC1,i,i,i,i,i,i,i,i,i,i,i
O=C(NNc1ccccc1)C(=O)NNS(=O)(=O)c1ccc([N+](=O)[O-])cc1,i,i,i,i,i,i,i,i,i,i,i
O=C(O)CCC(=O)N1CCC(n2nnc3cc(C(F)(F)F)ccc32)CC1,i,i,i,i,i,i,i,i,i,i,i
N=c1n(CCOc2ccccc2)c2ccccc2n1CCN1CCOCC1,i,i,i,i,i,i,i,i,i,i,i
C/C(=N\NC(=O)Cc1c(C)[nH][nH]c1=O)c1ccc(Cl)c(Cl)c1,i,i,i,i,i,i,i,i,i,i,i
Cc1ccccc1C(=O)c1cccn1CC(=O)NCc1ccccc1Cl,i,i,i,i,i,i,i,i,i,i,i
COc1ccc([N+](=O)[O-])cc1N(CC(=O)N(C)C)S(C)(=O)=O,i,i,i,i,i,i,i,i,i,i,i
CCn1c(=O)c([N+](=O)[O-])c(N2CCN(Cc3ccc4c(c3)OCO4)CC2)c2ccccc21,i,i,i,i,i,i,i,i,i,i,i
C=CCSC1=N/C(=C\c2ccc(C(=O)O)cc2)C(=O)S1,i,i,i,i,i,i,i,i,i,i,i
COc1ccc(C2C(C#N)=C(N)OC3=C2C(=O)CC(C)(C)C3)cc1 (stereo not given),i,i,i,i,i,i,i,i,i,i,i
O=C(CC1CCCC1)NNC(=O)c1ccc(F)cc1,i,i,i,i,i,i,i,i,i,i,i
Cc1ccc(-n2c3nc(=O)[nH]c(=O)c-3cc3cc([N+](=O)[O-])ccc32)cc1,i,i,i,i,i,i,i,53*,i,i,i
CCOc1cc(/C=N/NC(=O)c2ccncc2)ccc1OS(C)(=O)=O,i,i,i,i,i,i,i,i,i,i,i
O=C(Oc1ccccc1)c1cccc(COC(=O)c2cnccn2)c1,i,i,i,i,i,i,i,i,i,i,i
O=S(=O)(NC1CCCCC1Sc1ncccn1)c1ccc(Cl)cc1 (stereo not given),i,i,i,i,i,i,i,i,i,i,i
Cc1cc(C)c(NC(=O)C(C)N2CCCCCC2)c(C)c1 (stereo not given),i,i,i,i,i,i,i,i,i,i,i
CCN(CC)C(=O)CC(c1ccc(N(C)C)cc1)c1c(O)cc(OC)cc1OC (stereo not given),i,i,i,i,i,i,i,i,i,i,i
COc1ccc(/C=N/NC(=O)c2[nH]c3ccc(Cl)cc3c2-c2ccccc2)c(C(=O)O)c1OC,i,i,i,i,i,i,i,i,i,i,i
CCOC(=O)c1ccc(NC(=S)NN)cc1,i,i,i,i,i,i,i,i,i,i,i
C#CC(C)OC(=O)Nc1cnccc1C(F)(F)F (stereo not given),i,i,i,i,i,i,i,i,i,i,i

# Next entries
SMILES,TRPC4 block,TMEM16A inh,TRPC4 PAM,RGS4 inh,MrgX1 allo act,TRPC4 agonist,TRPC6 inh,MrgX1 agonist,MrgX1 antagonist,ANO1 activ,TRPC6 activator
Cc1ccc(Cl)cc1N1CCN(C(=O)c2ccc(NS(=O)(=O)c3c(C)noc3C)cc2)CC1,i,i,i,i,i,i,-6.2*,i,i,i,i
Cc1ccc(-n2nc(C(=O)N3CCN(C)CC3)c3c4ccccc4n(C)c3c2=O)cc1,i,i,i,i,i,i,i,i,i,i,i
COCC(=O)N(Cc1cc2cc(OC)ccc2[nH]c1=O)c1ccccc1,i,i,i,i,i,i,i,i,i,i,i
S=C(NN=C(C1CC1)C1CC1)Nc1ccccc1,i,i,i,i,i,i,i,i,i,i,i
Cc1ccnc(NC(=O)Cn2c(=O)oc3ccccc32)c1,i,i,i,i,i,i,i,i,i,i,i
CC[C@@H](C)[C@@H](C(=O)N1CCN(C(=O)OC(C)(C)C)CC1)n1cc(CCC(=O)O)nn1,i,i,i,i,i,i,i,i,i,i,i
COc1ccc(N(CC(=O)Nc2cc(C)cc(C)c2)S(=O)(=O)c2ccccc2[N+](=O)[O-])c(OC)c1,i,i,i,i,i,i,i,i,i,i,i
CN(CC(=O)Nc1ccc(Cl)cc1)Cc1cc(=O)n2ccsc2n1,i,i,i,i,i,i,i,i,i,i,i
C=CCN1/C(=C2/SC(=S)N(C)C2=O)Sc2ccccc21,i,i,i,i,i,i,i,i,i,·,i
COc1ccc(N2CCN(C(=O)c3ccc(NS(=O)(=O)c4ccccc4)cc3)CC2)cc1,i,i,i,i,i,i,i,i,i,i,i
COc1ccc(NC(=O)C#Cc2ccccc2)cc1,i,i,i,i,i,i,i,i,i,i,i
CCOC(=O)CN1C(=O)C(CC)Oc2ccccc21 (stereo not given),i,i,i,i,i,i,i,i,i,i,i
COc1ccc(F)cc1C(=O)C1CCCN(Cc2ccc(Oc3ncccn3)cc2)C1 (stereo not given),i,i,i,i,i,i,i,i,i,i,i
CC(C)(CNC(=O)C1c2ccccc2-c2ccccc21)N1CCOCC1,i,i,i,i,i,i,i,i,i,i,i
O=C(O)c1ccc(S(=O)(=O)Cc2ccccc2)cc1,i,i,i,i,i,i,i,i,i,i,i
COc1ccc(C(CC(=O)O)NS(=O)(=O)c2ccc(C)cc2)cc1OC (stereo not given),i,i,i,i,i,i,i,i,i,i,i
Cc1cc2c3c(c1)C(C)CC(C)(C)N3C(=O)C2=O (stereo not given),i,i,i,i,i,i,i,i,i,i,i
COc1cccc(C(C(=O)NCC2CCCO2)N(C(=O)Cn2nnc3ccccc32)c2ccccc2C(C)=O)c1OC (stereo not given),i,i,i,i,i,i,i,i,i,i,i
O=C(c1ccc(F)cc1)N1CCN(c2ccc([N+](=O)[O-])c(N3CCOCC3)c2)CC1,i,i,i,i,i,i,i,i,i,i,i
CSC1=C(C#N)C(C)CC(=O)N1 (stereo not given),i,i,i,i,i,i,i,i,i,i,i
COc1ccc(S(=O)(=O)N2CCN(Cc3ccc4c(c3)OCO4)CC2)c2ccccc12,i,i,i,i,i,i,i,i,i,i,i
Cc1cc(C(=O)OCC(=O)Nc2sc3c(c2C#N)CCC(C)C3)c2ccccc2n1 (stereo not given),i,i,i,i,i,i,i,i,i,i,i
O=C(CCC(=O)c1cccs1)c1cccs1,i,i,i,i,i,i,i,i,i,i,i
Clc1ccc2[nH]c3c(NCC4CCCO4)ncnc3c2c1 (stereo not given),i,100*,i,i,i,i,i,i,i,·,i
Cc1ccc(/C(N)=N/OC(=O)c2cccc(Cn3cc(C(F)(F)F)ccc3=O)c2)cc1,i,i,i,i,i,i,i,i,i,i,i

# More records
SMILES,TRPC4 block,TMEM16A inh,TRPC4 PAM,RGS4 inh,MrgX1 allo act,TRPC4 agonist,TRPC6 inh,MrgX1 agonist,MrgX1 antagonist,ANO1 activ,TRPC6 activator
COc1ccccc1NC(=O)CSc1nc2c(sc3ccccc32)c(=O)n1CCN(C)C,i,i,i,i,i,i,i,i,i,i,i
COc1cc(NC(=S)N2CCN(C(=O)c3ccco3)CC2)c(OC)cc1Cl,i,i,i,i,i,i,i,i,i,i,i
COc1ccccc1-c1cc(C(F)(F)F)nc(NCc2ccco2)n1,i,i,i,i,i,i,i,i,i,i,i
CCOP(=O)(c1ccc(N(C)C)cc1)C(O)c1ccc(OC)cc1 (stereo not given),i,i,i,i,i,i,i,i,i,i,i
COc1ccc2ccc3c(c2c1)N=C[C@]1(O3)N(C)c2ccccc2C1(C)C,i,i,i,i,i,i,i,i,i,i,i
COc1cccc(CN2CCC(N(CCc3ccccc3)Cc3ccccc3)CC2)c1OC,i,i,i,i,i,i,i,i,i,i,i
C=C1C2C[C@H](O)C(C)(C)[C@@]2(O)[C@H](O)C[C@]23C[C@@](C)(O)[C@H](CC[C@H]12)[C@H]3O (stereo not given in full),i,i,i,i,i,i,i,i,i,i,i
O=C(CCN1C(=O)COc2ccccc21)N1CCN(c2ccccc2)CC1,i,i,i,i,i,i,i,i,i,i,i
COc1cc2c(cc1OC)/C(=C/C(=O)c1ccccc1)NCC2,i,i,i,i,i,i,i,i,i,i,i
COCCCNCCOCCOc1c(OC)cccc1OC,i,i,i,i,i,i,i,i,i,i,i
CCN(Cc1ccccc1)C(c1cccc(C#N)c1)c1nnnn1C(C)(C)C (stereo not given),i,i,i,i,i,i,i,i,i,i,i
CC(=O)c1cc2c(cc1NC(=O)CCCC(=O)O)OCO2,i,i,i,i,i,i,i,i,i,i,i
COc1cc2[nH]c(=O)c(C(=O)NCc3ccc(F)cc3)c(O)c2cc1OC,i,i,i,i,i,i,i,i,i,i,i
